Assay outcomes as filed in PubChem BioAssay.
D3 antag: antagonists of human D3 dopamine receptor. max response, negative = inhibition, %. P35462. D3R cells, DiscoveRx beta-arrestin luminescence, antagonist mode; stronger effect = lower value. AID 652054. 360,000 compounds, 2.5% hits; in the data active = max response below about -50%; inconclusive = no clear call, values can overlap the other calls; also: % is scaled to controls: 0 for no effect and ±100 for the full control effect; mostly tested at two doses, the higher about 12 µM
Target sequence (P35462 whole entry, looked up): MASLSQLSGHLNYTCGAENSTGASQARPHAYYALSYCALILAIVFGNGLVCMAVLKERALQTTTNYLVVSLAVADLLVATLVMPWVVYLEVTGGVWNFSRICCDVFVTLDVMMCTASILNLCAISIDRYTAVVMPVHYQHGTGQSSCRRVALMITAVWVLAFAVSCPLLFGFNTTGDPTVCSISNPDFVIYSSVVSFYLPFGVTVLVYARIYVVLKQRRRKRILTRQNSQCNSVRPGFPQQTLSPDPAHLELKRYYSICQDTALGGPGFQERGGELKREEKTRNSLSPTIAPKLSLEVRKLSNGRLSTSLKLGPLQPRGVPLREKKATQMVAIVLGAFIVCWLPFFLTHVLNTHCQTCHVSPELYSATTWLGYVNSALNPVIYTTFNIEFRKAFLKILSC
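Cells expressing the human receptor were seeded at 1500 cells/well, incubated overnight at 37 degrees C in 5% CO2, then exposed to library compounds with dopamine controls for 90 minutes at 37 degrees C before luminescent detection.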
EPAC2 antag: EPAC2 (human) antagonism. Potency, µM (highest dose often 114 µM), for the others: at the highest dose activity, negative = inhibition, most hits filed as inhibitors. 360,000 compounds, 0.18% hits. Q8WZA2. EPAC2 GEF exchange of Rap1B-BODIPY-GDP, fluorescence. AID 720708; also: potency is read from the fitted curve at half-maximal effect; % is scaled to controls: 0 for no effect and ±100 for the full control effect; nearly all actives have a fitted effect of over 45% in size; many of its hits are not listed in these tables
D3 ag: D3 dopamine receptor (human) agonism; P35462; D3R DiscoveRx beta-arrestin cells, luminescence, 90 min; max activation, %; 410,000 compounds, 0.58% hits; AID 652048; in the data active = max activation above about 30%; also: 0% is about no effect; mostly tested at two doses, the higher about 12 µM
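Cells at 1500/well, incubated overnight, then treated with pinned compounds (dopamine as control) for 90 min at 37 degrees C. DiscoveRx reagent added for 30 - 60 minutes at room temperature; luminescence read.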
Abeta yeast res: compounds reversing amyloid beta toxicity in yeast | yeast expressing A-beta42, growth rescue, OD600, 48 h; response scale: 0% DMSO, 100% iron-clioquinol control | AID 1347071 | Potency, µM (doses to about 46.1 µM), for the others: at the top dose growth rescue, usual class: activators | 410,000 compounds, 0.063% hits; also: potency is read from the fitted curve at half-maximal effect; nearly all actives have a fitted effect of over 55% in size
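Yeast growth medium received pinned compounds, then yeast cells expressing toxic A-beta were added; plates incubated at 30 C for 48 hr. Growth read as absorbance at 600 nm, normalized to DMSO and equimolar FeCl3 plus clioquinol controls.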
TDP43 rescue: rescues yeast growth from TDP-43 toxicity. 410,000 compounds, 1.8% hits. Potency, µM (doses to about 46.1 µM), for the others: top-dose growth rescue (activation), most hits filed as activators. TDP-43 expressing yeast growth rescue, BacTiter-Glo, 24 h; also: potency is read from the fitted curve at half-maximal effect; % of control where 0% means no effect; nearly all actives have a fitted effect of over 50% in size
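Readout is BacTiter-Glo luminescence of cell growth, so inhibitors register as activators. TDP-43-expressing yeast at OD600=0.02 in galactose medium, after raffinose pregrowth to mid-log, were incubated with compound for 24 hr at 30 deg C.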
FUS suppressor: rescues growth of FUS-expressing yeast. S. cerevisiae FUS-expressing, growth rescue, OD600, 24 h. Potency, µM (series often up to 76.6 µM), for inactives: top-dose growth rescue (activation), actives largely listed as activators. 390,000 compounds, 0.24% hits;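 also: potency is read from the fitted curve at half-maximal effect; plate controls were DMSO vehicle for no effect and reference control for full effect; nearly all actives have a fitted effect of over 55% in size; some results filed as inactive show a strong effect at the top dose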
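Steps: raffinose overnight preculture; dilution to OD 0.005 in 2% galactose minimal medium; compound addition (concentration series); 24hr at 30C, 99% humidity; absorbance read at 600 nm.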
EPAC2 agonist: agonists of human EPAC2 (RAPGEF4); Potency, µM (series often up to 154 µM), without a hit: top-dose activation, hits mostly activators; Q8WZA2; 360,000 compounds, 0.079% hits; EPAC2 activation, biochemical qHTS; response scale: 100% = 6.5 mM cAMP response; also: potency is read from the fitted curve at half-maximal effect; nearly all actives have a fitted effect of over 50% in size
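EPAC2 (100 nM) mixed with Rap1B loaded with BODIPY-GDP (250 nM) plus 50 uM unlabeled GDP; compounds pinned in, 5 min RT, then read every 5 min for 30 min (ex 480, em 540 nm). Normalized to cAMP control.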
aSyn yeast inh: alpha-synuclein toxicity inhibition in yeast; Yeast expressing alpha-synuclein, growth rescue, BacTiter-Glo, 24 h; Potency, µM (highest dose often 46.1 µM), for the others: at the highest dose growth rescue (activation), hits mostly activators; 370,000 compounds, 0.14% hits; AID 652106; also: potency is read from the fitted curve at half-maximal effect; % of control where 0% means no effect; nearly all actives have a fitted effect of over 65% in size
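Galactose-induced alpha-syn yeast (OD600=0.02, raffinose-pregrown) + pinned cpd, 24 hr, 30 deg C; growth by BacTiter-Glo luminescence. Growth restoration scores as activation.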
* hit, by the source's call; ? = inconclusive; nt = no result given; [ ] = remark or other dose. Unless noted, calls follow the shape of the dose curve; as a rule, active = well fitted curve in the direction sought with a large enough effect; inconclusive = small, poorly fitted or top-dose-only effect, or another doubt; inactive = no such curve, though single readings can be large; an effect the other way counts as inactive or inconclusive.

Results follow in this order: D3 antag	EPAC2 agonist	EPAC2 antag	D3 ag	FUS suppressor	TDP43 rescue	aSyn yeast inh	Abeta yeast res
Cc1ccc(NC(=O)COC(=O)c2ccc(F)cc2Cl)c(Br)c1
    15.4	-4.5%	-5.3%	-3.5	-1.6%	-7.7%	0.5%	-9.6%
Cc1ccc(S(=O)(=O)NC2CCCC2)cc1C
    -15.7	3.5%	3.9%	-4.2	9.3%	6.5%	-0.1%	-10.1%
CCOc1ccc(Nc2nc(N)nc(CN3CCN(c4ccccc4F)CC3)n2)cc1
    -14.4	9.3%	3.3%	0.2	10.3%	-20.7%	-1.6%	8.2%
CCOC(=O)C1CCCN(c2c(NCCCN(C)Cc3ccccc3)c(=O)c2=O)C1 (stereo unspecified)
    -23.9	-5.6%	3.3%	-18.2	28.0%	-15.6%	8.5%	-2.9%
COc1ccc2cc(CCNC(=O)CC(C)(C)C)c(=O)[nH]c2c1
    11.1	4.9%	6.3%	5.4	-2.9%	8.9%	0.1%	16.0%
O=S(=O)(N1CCCCC1)N1CCN(c2ccc(F)cc2)CC1
    8.7	12.2%	-1.8%	-2.9	2.5%	-6.0%	-0.9%	-14.1%
CCCNC(=O)Nc1nc(CC(=O)OCC)cs1
    17.6	5.4%	-10.8%	-0.3	-27.5%	16.1%	-1.4%	6.9%
COc1ncc(-c2ccc(N3C(c4ccsc4)=Cc4ccc(F)cc4C3CC(C)=O)cc2)cn1 (stereo unspecified)
    10.2	5.7%	-1.8%	2.7	41.6%	0.0%	-18.5%	11.4%
COC(=O)c1cccc(NC(=O)CN2C(=O)C3CCCCC3C2=O)c1 (stereo unspecified)
    0.0	12.6%	-10.5%	-10.2	13.7%	0.0%	-3.7%	-13.7%
Cc1ccc(Cn2nnc3c(=O)[nH]c(C4CCCN(C(=O)Nc5ccc(F)cc5F)C4)nc32)cc1 (stereo unspecified)
    -17.6	8.4%	-4.5%	-10.6	38.6%	-15.1%	7.1%	-0.5%
Cc1ccc(C)c(N2CCN(C(=O)NCc3noc4ccc(C)cc34)CC2)c1
    nt	nt	nt	6.1	39.9%	?	nt	27.4%
N#Cc1c(-c2ccc(F)cc2)c2c([nH]c1=O)-c1ccccc1OC2
    41.9	1.4%	-1.8%	1.3	14.1%	-7.2%[1.82 µM]	0.7%	-6.7%
CCOC(=O)C1=C(C)NC(=O)NC1c1ccc(OC)c(Cl)c1 (stereo unspecified)
    25.3	2.5%	5.3%	0.1	17.6%	-14.9%	-0.8%	-2.9%
CC(=O)N1c2ccc(S(=O)(=O)N3CCN(c4cccc(Cl)c4)CC3)cc2CC1C (stereo unspecified)
    nt	nt	nt	-3.8	10.9%	25.0%	nt	-4.7%
C=CCN(c1ccc(C(=O)NCCc2ccccc2)cc1)S(C)(=O)=O
    -17.1	7.6%	-0.7%	-5.6	24.8%	-9.8%	-5.0%	7.0%
COc1ccc(NC(=O)CN(C)C(=O)c2cc(C)oc2C)cc1
    ?	2.4%	7.5%	-8.3	-15.5%	-5.3%	-4.7%	-3.0%
CCN(CC)c1ccc2c(Cl)cc(=O)oc2c1
    21.4	19.8%	-11.9%	-1.9	?	-17.9%	18.3%	-23.7%
CC(=O)N1CCc2cc(S(=O)(=O)NCCC(=O)NC3CCCc4ccccc43)ccc21 (stereo unspecified)
    4.5	2.1%	-1.6%	-1.4	13.4%	5.5%	7.8%	9.3%
COC(=O)c1ccc(CSc2nnc3nc(C)cc(C)n23)cc1
    3.1	5.1%	-4.4%	13.1	4.0%	10.0%[9.22 µM]	?	2.0%
Cc1ccccc1-c1nc2cc(Cl)ccc2c(=O)o1
    22.1	-0.8%	3.0%	-2.6	-27.6%	7.6%	-1.5%	0.3%
CCCCNC(=O)C1CCCN(S(=O)(=O)c2ccc(-n3cnnn3)cc2)C1 (stereo unspecified)
    25.0	0.9%	-1.9%	0.4	-3.9%	-14.9%	-0.8%	0.0%
O=C(Nn1c(-c2ccncc2)nc2ccccc2c1=O)c1ccccc1Br
    2.7	-0.4%	6.8%	16.0	11.5%	-14.0%	-0.9%	-6.4%
COc1cc(CC(=O)NCC(C)(C)N2CCOCC2)cc(OC)c1OC
    9.2	9.8%	5.4%	7.0	4.0%	9.6%	1.7%	8.3%
O=C(Nc1ccccc1)c1ccc2c(c1)CCN2S(=O)(=O)c1ccccc1
    1.8	18.9%	5.8%	-3.7	39.5%	24.4%	9.9%	nt
COc1ccc2cc(CN(Cc3cccnc3)Cc3nnnn3Cc3ccccc3)c(=O)[nH]c2c1
    15.5	-0.9%	-0.3%	3.4	3.1%	9.3%	-1.4%	12.9%
Cc1cc(C(=O)OCC(=O)N2CC(C)OC(C)C2)c(C)n1-c1ccccc1 (stereo unspecified)
    24.5	-8.0%	-2.3%	5.3	nt	20.8%	2.8%	5.4%
CC(O)CCc1nc2ccc(C(=O)O)cc2[nH]1 (stereo unspecified)
    -18.7	21.1%	-12.1%	-6.1	26.3%	0.2%	-3.1%	0.4%
CNC(=O)c1ccc(-c2ccc(Cl)c(Cl)c2)s1
    -1.9	6.1%	-19.4%	2.3	0.7%	?	-31.6%[inhibitor]	-48.0%[inhibitor]
O=C(Nc1ccccc1)[C@@H]1CC=C[C@@H]2CCN(Cc3ccccc3)C(=O)[C@@H]21
    19.2	-2.6%	1.7%	4.0	8.4%	6.4%	1.4%	-2.8%
Cc1ccc2c(c1)-c1ncc(C(=O)c3cc(Br)ccc3O)cc1CO2
    nt	nt	nt	5.2	30.0%	21.7%	nt	-6.2%
COc1cc(/C(C)=N/NC(=O)CSc2nncn2C)ccc1OCc1ccccc1Cl
    9.8	-9.8%	21.2%	2.0	nt	9.2%	-11.1%	-14.4%
COc1ccc(C2=NN(C(=O)CCC(=O)O)C(c3ccccc3)C2)cc1 (stereo unspecified)
    7.7	8.6%	1.3%	3.9	1.9%	-0.4%	2.1%	6.4%
O=C(c1ccccc1Cc1ccccc1)N1CCN(S(=O)(=O)c2ccccc2F)CC1
    -11.2	23.7%	-23.4%	3.6	?	11.6%	-0.2%[1.84 µM]	-23.2%
Cc1cccc(CCNC(=O)CCCOc2cc(=O)n(C)c3ccccc23)c1
    -2.2	2.1%	0.5%	3.8	14.5%	-3.7%	2.7%	-5.7%
O=C(Nn1c(=S)[nH]c2ccccc2c1=O)c1ccncc1
    ?	6.7%	-7.2%	-9.1	-11.6%	-3.5%	0.2%	-11.7%
CCCn1c(CN(C)Cc2ccccc2)nc2c1c(=O)n(C)c(=O)n2C
    4.8	0.6%	10.5%	6.1	0.7%	-2.8%	1.8%	4.8%
COc1ccc(CC(=O)O/N=C(\N)c2ccccn2)cc1
    1.8	9.8%	-1.2%	-0.7	4.3%	-5.4%	-7.2%	-28.8%
O=C(Nc1ccc(S(=O)(=O)Nc2ccccc2F)cc1)N1CCCCC1
    -16.9	7.9%	20.5%	-7.7	37.0%	-17.8%	-0.3%	-9.4%
Cc1noc(C)c1COc1ccc(C(=O)OCC(=O)c2ccc3c(c2)OCCO3)cc1
    7.1	0.7%	11.8%	0.3	7.1%	7.3%	4.7%	-1.7%
CCOc1ccccc1NC(=O)c1sc2nc(-c3ccc(OC)cc3)ccc2c1N
    nt	nt	nt	-5.9	-6.5%	1.6%	nt	-11.4%
Cn1c(=O)n(C)c2cc(N3CCOCC3)c(NC(=O)c3c(F)cccc3F)cc21
    nt	nt	nt	-1.3	-8.8%	-16.6%	nt	-7.1%
CN(C1CCS(=O)(=O)C1)S(=O)(=O)c1cccc2nsnc12 (stereo unspecified)
    -7.9	0.9%	-4.3%	-2.7	-8.7%	5.0%	6.0%	12.1%
Cc1sc(NC(=O)c2ccccc2)c(C(=O)N2CCN(C)CC2)c1C
    13.1	22.1%	?	-0.3	nt	-12.4%	3.1%	14.6%
Cc1cc(OCCCCOc2ccc(C#N)cc2)ccc1[N+](=O)[O-]
    21.9	3.5%	8.4%	3.2	0.7%	5.9%	1.5%	0.7%
O=c1c2ccccc2nc2n1C(CSc1ccccc1)CS2 (stereo unspecified)
    -4.1	1.2%	6.2%	-1.6	-7.7%	-6.5%	-8.5%	-2.4%
Cc1c(Cl)cccc1NC(=S)N(CCCN1CCOCC1)Cc1ccco1
    0.0	2.4%	-23.1%	-18.3	18.0%	nt	4.6%	0.8%
CC(=O)NCCNc1nc(NC(C)C)nc2ccsc12
    13.1	-3.7%	10.9%	3.6	-13.6%	8.2%	2.8%	-7.4%
CCCCNc1nc2c(c(=O)n(Cc3ccc(Cl)c(Cl)c3)c(=O)n2C)n1C
    nt	nt	nt	4.8	4.1%	?	nt	?
COc1ccc(-c2cc(C(F)(F)F)nc(SCCC(=O)NCc3ccco3)n2)cc1
    29.4	0.0%[15.6 µM]	-1.3%	-10.4	6.7%	-9.4%	-11.4%	-3.0%
COC(=O)c1cc(NC(=O)Cc2ccc(OC)cc2)cc(C(=O)OC)c1
    -1.8	-0.4%	1.2%	-4.3	-5.4%	-1.9%	-2.1%	-3.2%
CC(SCc1ccccc1)C(=O)N/N=C/c1ccc2c(c1)OCO2 (stereo unspecified)
    0.7	3.6%	2.5%	-12.4	12.5%	20.6%	12.5%	7.5%
Cc1cc(=O)oc(C)c1C(=O)NCc1cccnc1
    -3.9	1.2%	4.8%	-0.2	-3.7%	-2.7%	1.2%	18.4%
O=C(NCC(=O)N(CCN1CCOCC1)C(C(=O)NC1CCCC1)c1cccs1)c1ccco1 (stereo unspecified)
    -29.6	-0.3%	1.9%	1.8	30.5%	9.8%	-2.8%	7.3%
COc1c(C)cc(C(=O)C2CCCN(Cc3ccc(Oc4ncccn4)cc3)C2)cc1C (stereo unspecified)
    3.3	4.4%	3.9%	-16.8	12.5%	9.1%	2.4%	nt
CCc1ccc(CNC(=O)c2cc3c(=O)n(CC)c4ccccc4c3s2)cc1
    nt	nt	nt	-19.1	1.2%	9.2%	nt	-9.9%

Limited to aSyn yeast inh, for some of the entries so far:
Compound,aSyn yeast inh
Cc1cc(=O)oc(C)c1C(=O)NCc1cccnc1,1.2%
Cc1c(Cl)cccc1NC(=S)N(CCCN1CCOCC1)Cc1ccco1,4.6%

Not all compounds are listed; count on the stated rates, not on these rows.
